Screening results: PubChem, National Center for Advancing Translational Sciences (NCATS)
FLuc inh – inhibitors of firefly luciferase | Potency, µM (highest dose often 57.1 µM), for the others: at the top dose activity change, negative = inhibition, usual class: inhibitors | purified firefly luciferase, luminescence, 8 min | 72,000 compounds, 2.2% hits; also: potency is read from the fitted curve at half-maximal effect; % is scaled to controls: 0 for no effect and ±100 for the full control effect; nearly all actives have a fitted effect of over 40% in size
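Titration-based qHTS; buffer 50 mM imidazole pH 7.2, 50 mM KCl, 7 mM MgCl2, 10 uM ATP, 0.01% Tween 20, 0.05% BSA; luciferase/luciferin detector mix added after compound; 8 min, ambient; luminescence.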
ERK AVP inh – vasopressin-driven ERK pathway inhibition. HEK293-V1b, vasopressin-stimulated pERK AlphaScreen. Potency, µM (series often up to 57.5 µM), without a hit: at the top dose activity, negative = inhibition, actives largely listed as inhibitors. AID 995. 72,000 compounds, 0.99% hits; also: potency is read from the fitted curve at half-maximal effect; % is scaled to controls: 0 for no effect and ±100 for the full control effect; nearly all actives have a fitted effect of over 55% in size
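Overnight-seeded V1b-HEK293 cells in 1% FBS got compound, then vasopressin (25 nM final, 5 min, 37C), then lysis buffer. AlphaScreen detection of phospho-ERK; activity normalized to basal and full-stimulation controls.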
Casp1 inh – blocks human caspase-1 allosterically or competitively; P29466; Caspase-1 enzyme, Ac-WEHD-AFC fluorogenic rate; Potency, µM (titrated, usually from 57.5 µM), inactives show top-dose activity change, negative = inhibition, actives largely listed as inhibitors; 75,000 compounds, 0.03% hits; AID 900;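 also: potency is read from the fitted curve at half-maximal effect; plate controls were vehicle for no effect and no substrate for full effect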
A350 autofl – compounds fluorescent in Alexa 350 spectral region. Compound autofluorescence, 340/450 nm, Alexa 350 dye-equivalents; stronger effect = higher value. AID 590. 59,000 compounds, 11% hits. max dye-equivalent concentration, M; in the data active = max dye-equivalent concentration above about 10 nM; inconclusive = mostly about 1.1 nM to 9.6 nM
HEK293 cAMP cs – parental HEK293 cAMP activation (counter-screen) | parental HEK293 CNG cAMP sensor, membrane potential fluorescence | Potency, µM (titrated, usually from 57.1 µM), inactives show at the highest dose activation, actives largely listed as activators | 73,000 compounds, 2.5% hits; also: potency is read from the fitted curve at half-maximal effect; % of control where 0% means no effect; nearly all actives have a fitted effect of over 55% in size
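Parental HEK 293 cells stably expressing a cAMP-gated CNG channel were loaded with membrane potential dye containing 100 uM RO 20-1724 for 60 min. Compound added for 30 min; depolarization read as fluorescence intensity at 590 nm.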
Tau fil binding – binders of human tau filaments. P10636. recombinant tau filaments, thioflavin S fluorescence, 15 h; filaments grown with octadecylsulfate alongside compound. Potency, µM (doses to about 57.1 µM), without a hit: at the top dose activity change, negative = inhibition. 71,000 compounds, 2% hits;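 also: potency is read from the fitted curve at half-maximal effect; % is scaled to controls: 0 for no effect and ±100 for the full control effect; actives lower thioflavin S fluorescence by blocking filaments or displacing dye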
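Recombinant tau protein (human, 1 uM final) plus 30 uM ODS in HEPES pH 7.4 with NaCl, DTT and thioflavine S. Compound present from the start; fluorescence at 510 nm after 15 h, 37 C.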
BRCT inh green – inhibitors of human BRCA1 BRCT-phosphoprotein interaction (green fluorophore); P38398; BRCA1 BRCT-phosphopeptide binding, green fluorescence polarization; Potency, µM (titrated, usually from 76.9 µM), for the others: at the highest dose activity change, negative = inhibition, usual class: inhibitors; 75,000 compounds, 0.05% hits;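 also: potency is read from the fitted curve at half-maximal effect; plate controls were peptide without protein for full effect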
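Fluorescence polarization: His-tagged BRCT (~35 kDa BRCA1 C-terminus, 250 nM) bound to 100 nM fluorescein-labeled phosphorylated 10-aa BACH1 peptide, pH 7.3 phosphate buffer with DTT and Tween 20. Compounds incubated 12 min at room temperature; inhibition read as lowered polarization.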
USP2a inh – blocks human ubiquitin-specific protease USP2a; 60,000 compounds, 0.1% hits; AID 927; Potency, µM (highest dose often 38.3 µM), for the others: at the top dose activity change, negative = inhibition, most hits filed as inhibitors; O75604; USP2a enzymatic assay, qHTS inhibition;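 also: potency is read from the fitted curve at half-maximal effect; nearly all actives have a fitted effect of over 60% in size; plate controls were DMSO for no effect and NEM full inhibition control for full effect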
Target sequence (O75604 whole entry, looked up): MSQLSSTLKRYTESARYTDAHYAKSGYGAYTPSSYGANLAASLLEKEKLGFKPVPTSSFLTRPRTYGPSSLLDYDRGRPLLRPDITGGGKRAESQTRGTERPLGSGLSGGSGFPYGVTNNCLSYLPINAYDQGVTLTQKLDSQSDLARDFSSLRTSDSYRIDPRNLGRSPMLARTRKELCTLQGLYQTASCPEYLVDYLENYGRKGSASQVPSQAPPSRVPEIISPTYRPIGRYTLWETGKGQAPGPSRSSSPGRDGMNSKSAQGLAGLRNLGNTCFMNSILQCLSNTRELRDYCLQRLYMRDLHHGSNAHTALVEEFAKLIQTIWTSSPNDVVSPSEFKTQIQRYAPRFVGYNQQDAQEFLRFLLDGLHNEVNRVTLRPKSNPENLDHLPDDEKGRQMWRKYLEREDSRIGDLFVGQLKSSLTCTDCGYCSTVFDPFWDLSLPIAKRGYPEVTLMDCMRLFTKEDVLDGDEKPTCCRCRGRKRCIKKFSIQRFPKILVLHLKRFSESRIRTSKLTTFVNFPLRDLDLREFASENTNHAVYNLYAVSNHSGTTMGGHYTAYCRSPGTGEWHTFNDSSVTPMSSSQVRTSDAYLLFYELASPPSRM
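20 nM USP2 core + cpd, 30 min RT; add 20 nM Ub-PLA2/20 uM NBD C6-HPC; read Ex460/Em535 at 0 h and 2.5 h. Normalized to NEM; qHTS curve fit/classification.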
Caspase-7 inhib – allosteric or competitive inhibitors of human caspase-7 | P55210 | recombinant caspase-7, Ac-DEVD-AFC fluorescence rate | Potency, µM (series often up to 57.5 µM), for the others: at the highest dose activity change, negative = inhibition, actives largely listed as inhibitors | 75,000 compounds, 0.02% hits; active = well fitted inhibition curve with a large enough effect in the main read-out, with a control signal flat, not every such curve was filed as active; inconclusive = small, poorly fitted or top-dose-only effect, or a change in a side signal; also: potency is read from the fitted curve at half-maximal effect; % of control where 0% means no effect
Target sequence (P55210 24-198 limits assumed): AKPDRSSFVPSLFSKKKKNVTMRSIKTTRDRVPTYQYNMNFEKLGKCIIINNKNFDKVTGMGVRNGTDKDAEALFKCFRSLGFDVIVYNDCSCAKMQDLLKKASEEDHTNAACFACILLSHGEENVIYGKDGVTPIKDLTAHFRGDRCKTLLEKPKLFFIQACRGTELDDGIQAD
Target sequence (P55210 207-303 limits assumed): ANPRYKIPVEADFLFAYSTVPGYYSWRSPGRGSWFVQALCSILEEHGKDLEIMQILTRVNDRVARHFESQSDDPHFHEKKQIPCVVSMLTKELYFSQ
BRCT inh red – disrupts BRCA1 BRCT binding to phosphoprotein, red fluorophore readout | P38398 | BRCT-phosphopeptide binding, red fluorescence polarization | Potency, µM (series often up to 76.9 µM), inactives show at the top dose activity change, negative = inhibition, usual class: inhibitors | 75,000 compounds, 0.03% hits | AID 892; also: % is scaled to controls: 0 for no effect and ±100 for the full control effect
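Rhodamine-labelled pBACH1 10-mer (100 nM) bound to BRCT domain (100 nM) at pH 7.3; compounds incubated 12 min room temperature, polarization read. Free peptide defines full inhibition; unlabelled decapeptide titrated as control.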
CRE-bla Fsk – CRE-bla signaling modulation under forskolin stimulation; 71,000 compounds, 2.5% hits; CHO CRE-bla reporter (cAMP response element driving beta-lactamase), forskolin EC10, beta-lactamase ratio; Potency, µM (doses to about 38.2 µM), for the others: at the top dose activity change, negative = inhibition, actives largely listed as activators; active = well fitted activation curve with a large enough effect in the signal ratio, with a control signal flat, not every such curve was filed as active; inconclusive = small, poorly fitted or top-dose-only effect, or effect the other way, or a change in a side signal; the % refers to the signal ratio; also: potency is read from the fitted curve at half-maximal effect; % of control where 0% means no effect
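Modulation of forskolin signalling: compounds in titration series added with EC10 NKH 477 to CHO cells carrying a CRE-driven beta-lactamase reporter, 3 h, 37C. CCF4 FRET ratio (460/530 nm, ex 405 nm) gives %activity and AC50.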
Numbers without * were called inactive; i = inactive; ? = inconclusive; nt = no result given; [ ] = dose if it differs, or a comment. Unless noted, calls follow the shape of the dose curve; as a rule, active = well fitted curve in the direction sought with a large enough effect; inconclusive = small, poorly fitted or top-dose-only effect, or another doubt; inactive = no such curve, though single readings can be large; an effect the other way counts as inactive or inconclusive.

SMILES | FLuc inh | ERK AVP inh | Casp1 inh | A350 autofl | HEK293 cAMP cs | Tau fil binding | BRCT inh green | USP2a inh | Caspase-7 inhib | BRCT inh red | CRE-bla Fsk
COc1ccc(NC(=O)N2c3ccccc3CC2C)cc1OC (stereo unspecified) | -4% | -12% | 2% | i | -3% | -15% | -0.9% | -6% | 0% | -0.5% | 23%
CCCCn1nnc(NC(=O)c2ccc(-c3ccccc3)cc2)n1 | -10% | -29% | 1% | i | 2% | 140% | -0.3% | 1% | 0% | -0.5% | -9%
COCCn1c(=S)[nH]c2ncccc2c1=O | 0% | -13% | 0% | i | 17% | -47% | 0.7% | -2% | 1% | 0.9% | 0%
CN(C)CCCOC(=O)c1cc2ccccc2o1 | -4% | ? | 0% | i | 7% | -2% | 1.1% | 21% | 0% | -3.1% | -7%
Cc1c(NC(=O)C(C)N2C(=O)C3C4C=CC(C4)C3C2=O)c(=O)n(-c2ccccc2)n1C (stereo unspecified) | -3% | 0% | -9% | nt | 2% | 12% | -0.4% | nt | 1% | 1.0% | -2%
COc1ccc(CNC(=O)c2c(O)c3cccc4c3n(c2=O)CCC4)cc1 | -2% | 43%[activator] | 0% | 1.3e-08M* | 24% | 6% | -1.0% | 5% | 2% | 1.7% | 6%
COc1ccc(C(=O)Nc2ccccc2C(N)=O)cc1 | 13µM* | -5% | -1% | i | -3% | -1% | -0.6% | 0% | 0% | 1.2% | ?
Nc1ncnc2c1ncn2[C@H]1CC[C@@H](CO)O1 | nt | 6% | 0% | nt | -9% | 16% | -4.5% | 2% | 2% | -1.7% | 8%
O=C1C(c2ccncc2)=C(O)c2ccccc21 | 13µM* | 9% | 1% | i | 6% | ? | -4.7% | -9% | -1% | 1.8% | ?
O=C(C1CCN(S(=O)(=O)Cc2ccccc2)CC1)N1CCCc2ccccc21 | 1% | -4% | -2% | i | 58% | 4% | -1.6% | 4% | 1% | -0.4% | -10%
CCn1c(COc2ccccc2C)nnc1SCC(=O)OC | 2% | -23% | 1% | i | ? | -11% | 0.1% | -11% | 0% | -1.0% | 2%
O=C(CSc1ncn[nH]1)OCN1C(=O)c2ccccc2C1=O | 1% | -4% | 2% | i | 11% | -10% | -0.7% | 1% | 3% | -0.3% | 23%
O=C(C1=COCCO1)N1CCN(C(c2ccccc2)c2ccccc2)CC1 | -9% | 11% | -3% | i | 1% | 12% | -0.3% | 11% | 1% | -1.6% | -2%
COCCCNC(=O)CS(=O)(=O)Cc1nc(-c2cccc(OC)c2)oc1C | 0% | 10% | 0% | i | 25% | 6% | -1.4% | 4% | 2% | -0.2% | 7%
Cc1ccc(S(=O)(=O)CCc2nnc(NC(=O)c3cnccn3)s2)cc1 | 2% | 8% | 2% | i | -14% | 2% | 1.1% | 4% | -2% | 0.1% | -1%
COc1ccc(OC)c(C2CC(=O)N3CN(c4cccc(Cl)c4C)CSC3=C2C#N)c1 (stereo unspecified) | -27% | -20% | -4% | nt | ? | -10% | -3.3% | nt | -4% | -1.0% | 22%
Cc1onc(-c2ccccc2)c1C(=O)Nc1ccncc1 | 0% | 38%[activator] | -2% | i | 4% | -6% | 0.9% | -4% | 0% | 0.1% | ?
CCOC(=O)c1cc(=O)n2nc(-c3ccc(C)cc3)nc2s1 | 3% | 6% | 1% | ? | -10% | 1% | 0.3% | -12% | 1%[0.00368 µM] | -1.6% | -5%
CCOC(=O)CSc1nnc([C@H](C)NC(=O)OC(C)(C)C)o1 | 5% | -3% | -2% | i | 5% | -4% | -1.7% | 2% | -1% | -0.1% | -3%
O/N=C1/CCc2nonc2/C1=N/O | 4% | -12% | -2% | ? | 6% | 9% | -3.1% | -3% | 1% | 0.3% | -17%
O=C(Cc1ccccc1)N1CCCC1c1ccccc1 (stereo unspecified) | 1% | -7% | 2% | nt | 17%[11.4 µM] | 5%[11.4 µM] | -1.5% | 5%[7.66 µM] | 0% | 1.0% | ?
CC(C)N1C(=O)C2C(c3ccccc3O)NC(C)(C(=O)O)C2C1=O (stereo unspecified) | 1% | nt | -3% | nt | 2% | -3% | 2.7% | nt | 3% | 0.3% | -2%
CNC(=O)[C@@H]1O[C@@H](n2cnc3c(N)ncnc32)[C@@H](O)[C@H]1O | 0% | -4% | 4% | i | 3.2µM* | -16% | -1.8% | 10% | 1% | -2.3% | -4%
Cn1c(CC2C(=O)Nc3ccc(Br)cc32)nc2ccccc2c1=O (stereo unspecified) | -1% | -27% | -2% | i | -7% | 7% | 2.5% | 42%[activator] | -2% | -2.3% | -9%
Clc1ccccc1NN(Cc1ccncc1)c1ccccc1Cl | 5%[11.4 µM] | -3%[11.5 µM] | -1%[11.5 µM] | 8.5e-08M* | 2%[11.4 µM] | -1%[11.4 µM] | -0.9%[15.4 µM] | nt | 0%[11.5 µM] | 0.3%[15.4 µM] | -2%[7.6 µM]
Clc1ccc(-n2nnnc2SCc2c(-c3ccccc3)nc3sccn23)cc1 | 2% | 0% | 0% | i | ? | 149% | -1.4% | 30%[activator] | -3% | 0.7% | 5%
COc1cc2c(cc1OC)CN(C(=O)COc1ccc(C#N)cc1)CC2 | 0% | 7% | -1% | i | 2% | 8% | 1.1% | 11% | 0% | -0.8% | -4%
CC(=O)OC[C@@H]1O[C@H](CCO/N=C\[C@@H](C)[C@H](OCc2ccccc2)C(C)C)C=C[C@@H]1OC(C)=O | -1%[11.4 µM] | 27%[11.5 µM] | 0%[11.5 µM] | nt | 15%[11.4 µM] | nt | -1.8%[15.4 µM] | nt | -7%[11.5 µM] | 2.2%[15.4 µM] | nt
CC(CCc1ccco1)NC(=O)Cn1ncc2c1-c1ccccc1OC2 (stereo unspecified) | 1% | -14% | -5% | nt | 12% | -21% | 2.4% | nt | -3% | 2.0% | -8%
C/C(N)=N\S(=O)(=O)c1ccc(Cl)cc1 | 0% | 3% | 4% | i | 7% | -5% | -0.5% | 0% | 0% | 2.5% | -11%
Cc1ccccc1NC(=O)c1ccccc1NC(=O)c1ccco1 | -5% | -14% | -1% | i | ? | 102% | -0.3% | 2% | 0% | -1.9% | ?
COc1ccccc1OCc1ccc(C(=O)NCc2ccco2)o1 | -2% | -30% | -1% | ? | 2% | -8% | 0.9% | 16% | -4% | 0.2% | -8%
COc1cc(-c2nnc(SCc3cccnc3)n2C)cc(OC)c1O | 0% | 17% | -1% | i | 2% | -13% | -2.9% | -19% | 1% | -1.7% | 14%
CCC1CCCCN1C(=O)CSc1nnc(CNC(=O)c2cc(OC)c(OC)c(OC)c2)o1 (stereo unspecified) | 2% | -12% | 2% | i | -3% | -6% | -0.9% | 6% | 1% | -1.7% | 6%
CC(NC(=O)c1cncc(Br)c1)c1ccc(S(N)(=O)=O)cc1 (stereo unspecified) | -15% | -14% | 3% | i | 5% | -14% | -1.8% | 7% | 0% | -1.8% | -3%
CCOC(=O)c1c(NC(=O)c2cc(C3CC3)on2)sc2c1CCCC2 | 1% | 6% | 1% | nt | 4% | -1% | -2.0% | nt | -3% | -2.2% | 2%
CCOC(=O)Nc1sc(=S)n(C)c1C | 1% | -8% | 0% | i | -9% | 7% | 0.5% | -9% | -1% | 1.0% | 2%
CCCCCn1c(=S)[nH]c2ncccc2c1=O | 0% | 3% | 0% | i | -3% | 1% | -1.2% | -3% | 2% | 0.3% | -1%
CCOC(=O)N1CCN(S(=O)(=O)c2ccc3c(c2)CCN3C(=O)C2CC2)CC1 | 1% | 2% | -1% | i | 8% | -10% | 1.6% | 10% | -3% | -0.6% | ?
COC(=O)c1sc(NC(=O)CSc2nnc(C(C)C)n2C)nc1C | ? | 4% | -2% | ? | 17% | -1% | -1.5% | 5% | 1% | 0.0% | 4%
COc1ccc(-c2cc(C(F)(F)F)n3nc(C(=O)O)cc3n2)cc1OC | 0% | ? | ? | nt | 5%[11.4 µM] | -10%[11.4 µM] | -2.4% | -6%[7.66 µM] | -23% | -11% | ?
COc1cc(O)c2c(=O)cc(-c3ccccc3)oc2c1 | -4%[11.4 µM] | -26% | -1% | i | 25% | 32µM* | -2.6% | nt | -2% | -1.1% | ?
Cn1c(Cn2c(=O)sc3ccccc32)nnc1SCC(=O)NC1CCCC1 | -1% | 13% | 3% | nt | 4% | 1% | -0.5% | nt | -2% | -0.3% | -1%
